ST2 IL33 inh = inhibitors of human ST2 (IL1RL1) binding to IL-33; inhibition, % for hits at 17 µM; Q01638; AlphaLISA ST2-Fc/biotin-IL-33 interaction, 1 h; 2.3% of 78,000 active; AID 1259354; in the data active = inhibition above about 30%; inconclusive = mostly about 10% to 28%
Target sequence (Q01638 whole entry, looked up): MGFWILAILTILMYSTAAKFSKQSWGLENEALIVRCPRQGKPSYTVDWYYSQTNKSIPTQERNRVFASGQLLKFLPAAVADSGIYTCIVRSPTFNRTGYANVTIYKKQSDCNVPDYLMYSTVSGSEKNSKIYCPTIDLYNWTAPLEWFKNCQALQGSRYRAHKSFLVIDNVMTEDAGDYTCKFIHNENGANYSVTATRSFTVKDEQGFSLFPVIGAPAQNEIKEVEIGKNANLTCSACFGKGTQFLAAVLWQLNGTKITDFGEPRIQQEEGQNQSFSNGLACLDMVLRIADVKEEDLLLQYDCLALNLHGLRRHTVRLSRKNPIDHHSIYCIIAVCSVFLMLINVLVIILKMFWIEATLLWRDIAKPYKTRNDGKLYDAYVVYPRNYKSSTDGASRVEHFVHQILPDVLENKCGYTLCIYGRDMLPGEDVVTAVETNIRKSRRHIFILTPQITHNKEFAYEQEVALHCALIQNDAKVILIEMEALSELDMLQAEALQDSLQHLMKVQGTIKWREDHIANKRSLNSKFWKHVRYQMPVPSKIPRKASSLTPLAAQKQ
* marks the source's active call; other numbers are inactive results; i = inactive; ? = inconclusive. These rows are one share of the data; rates above refer to the full screens.

entry | SMILES | ST2 IL33 inh
1 | O=C(Nc1ccc([N+](=O)[O-])cc1)C1CC1c1ccccc1 (stereo unspecified) | i
2 | N=C1S/C(=C\c2cccc(F)c2)C(=O)N1c1ccc2c(c1)OCO2 | ?
3 | O=C(N[C@H]1COC[C@@H]1N1CCCC1)c1ccccc1N1CCOCC1 | ?
4 | CN(C)c1ccc(/C=C2\N=C(c3ccc([N+](=O)[O-])cc3)OC2=O)cc1 | i
5 | Cc1ccoc1C(=O)N1CCCn2nc(C(=O)Nc3ccccc3)cc2C1 | i
6 | CCCCNC(=O)CCCn1c(=O)[nH]c2cc(OC)c(OC)cc2c1=O | i
7 | O=C(Nc1cnn(Cc2ccc(Cl)cc2Cl)c1)c1noc2c1CCCCC2 | i
8 | COc1ccccc1C(=O)NCc1nc2cccnc2n1Cc1ccc(C)cc1 | ?
9 | O=C(NC1CCCC1)C1CCC(CNS(=O)(=O)c2cccc3nsnc23)CC1 (stereo unspecified) | i
10 | N#Cc1c(N)nc2c(c1-c1ccccc1)CCCC2 | i
11 | C=C(C)C1Cc2c(cc(O)c3c2OC2COc4cc(OC)c(OC)cc4C2(O)C3=O)O1 (stereo unspecified) | ?
12 | O=C(NCc1cccnc1)c1cc2c(=O)oc3ccccc3c2s1 | i
13 | CCN(C(=O)c1ccccc1[N+](=O)[O-])c1ccccc1C | i
14 | COCCNC(=O)Cn1c(=O)n(-c2cc(C)cc(C)c2)c(=O)c2sccc21 | i
15 | CC(Oc1ccc(F)cc1F)C(=O)N1CC(c2cccnc2)C1 (stereo unspecified) | ?
16 | CN(C/C=C/c1ccco1)Cc1nc2ccc(F)cc2[nH]1 | ?
17 | CSc1ccc(-c2nc(Cn3cnc(C4CC4)n3)c(C)o2)cc1 | i
18 | CSc1ccc(-c2nc(CSCC(=O)N(C)Cc3ccccc3)c(C)o2)cc1 | ?
19 | CN1Cc2ccccc2CC1C(=O)NCCc1csc(-c2cccnc2)n1 (stereo unspecified) | ?
20 | Cc1ccc2c(c1)CN(Cc1cn[nH]c1-c1ccc(F)cc1)CC(C)O2 (stereo unspecified) | i
21 | CCOC(=O)C1(CC2CCCCO2)CCN(C(=O)Nc2cc(Cl)ccc2OC)CC1 (stereo unspecified) | i
22 | CCOc1ccc(C(C)=O)cc1N1C(=O)C2C3C=CC(C3)C2C1=O (stereo unspecified) | i
23 | Clc1ccc(CN2CC[C@H](c3nc4cc(Cl)ccc4o3)C2)cc1 | i
24 | COc1ccc2c(=O)cc(-c3ccc(OC)c(OC)c3)oc2c1 | i
25 | Cc1cc(C2CCCN2Cc2cccc(C(=O)Nc3nccs3)c2)no1 (stereo unspecified) | i
26 | C#CCN(C)Cc1ccccc1 | i
27 | OC(CN1CCCC1)Cn1c2ccccc2c2ccccc21 (stereo unspecified) | i
28 | COC(=O)[C@H]1C[C@@H](O)CCN1CC1CCOCC1 | ?
29 | Cc1cccc(-n2ncc3c(NCCCN(C)C)ncnc32)c1 | ?
30 | CC(C)C(=O)NC(C)C(c1cccs1)N1CCN(c2ccccc2)CC1 (stereo unspecified) | ?
31 | c1ccc(-c2nnc3ccc4nnc(-c5ccccc5)n4n23)cc1 | i
32 | CCN1CCN(C(=O)c2ccccc2C)CC1 | i
33 | CN(Cc1cc(C(C)(C)C)n[nH]1)c1nc(CCN)nc2ccccc12 | ?
34 | CCC(=O)N1c2ccccc2NC2=C(C(=O)CC(C)(C)C2)C1c1ccc(Br)s1 (stereo unspecified) | i
35 | OC1(C(F)(F)F)CC(c2ccc(Cl)cc2)=NO1 (stereo unspecified) | i
36 | COc1ccccc1OC1=NS(=O)(=O)c2cc([N+](=O)[O-])ccc21 | i
37 | O=C(CSc1nnc2sc3ccccc3n12)Nc1cc(Cl)ccc1Cl | i
38 | Cc1nc2cc(-c3ccccc3)nn2c(C)c1CCC(=O)NC1CCCC1 | i
39 | COc1ccc(S(=O)(=O)N2CCCC(C(=O)N3CCCC3)C2)cc1 (stereo unspecified) | i
40 | O=C(Nc1ccccc1)c1cc2cc(Br)ccc2oc1=O | i
41 | O=C(Cc1cc(C(F)(F)F)cc(C(F)(F)F)c1)N1CC[C@H](CO)[C@H](O)C1 | ?
42 | OC(CN1CCN(c2cccc(Cl)c2)CC1)C(c1ccccc1)c1ccccc1 (stereo unspecified) | i
43 | Oc1ccccc1-c1n[nH]c(-c2ccccc2O)n1 | i
44 | CC(C)NC(=O)c1ccccc1NC(=O)CCSc1ccccc1 | i
45 | CC1CCC(C(=O)NC(C(=O)N2CCC(N3CCCCC3)CC2)C(C)C)CC1 (stereo unspecified) | i
46 | CC1OC(OC2C(OC3C(O)C(C(=O)O)OC(OC4CCC5(C)C(CCC6(C)C5CCC57OCC8(CCC(C)(C(=O)O)CC85)C(O)CC67C)C4(C)C)C3OC3OC(CO)C(O)C(O)C3O)OC(CO)C(O)C2O)C(O)C(O)C1O (stereo unspecified) | i
47 | COc1ccccc1CNS(=O)(=O)c1ccc2[nH]cc(C(=O)O)c(=O)c2c1 | i
48 | COc1ccccc1-n1c(SCC(=O)Nc2ccc(F)cc2F)nc2c(c1=O)SCC2 | ?
49 | CN1[C@H]2CC[C@@H]1CN(C(=O)NCCc1ccccc1)CC2 | i
50 | CN(CC1CCCO1)c1nc(-c2ccc([N+](=O)[O-])cc2)cs1 (stereo unspecified) | 54.0%*
51 | Cc1cc(=O)oc(C)c1C(=O)NCc1ccco1 | i
52 | Cc1cc(C)n(C(=O)CC#N)n1 | i
53 | COCC(=O)Nc1c(C(=O)Nc2ccc(OC)cc2OC)oc2ccccc12 | i
54 | CCc1cc(-c2[nH]ncc2-c2ccc([N+](=O)[O-])cc2)c(O)cc1OC | i
55 | CCOCCn1nc(C)cc1C(=O)N1CCOC(c2ccc(F)cc2)C1 (stereo unspecified) | i
56 | Cc1nn(-c2ccccc2)c(C)c1CC(=O)O | i

Other entries
entry | SMILES | ST2 IL33 inh
57 | CCOc1cc(CN2CCC(n3cc(C(=O)NCC(C)C)nn3)CC2)ccc1O | i
58 | CCOc1ccc(N2C(=O)S/C(=C\c3ccccc3)C2=O)cc1 | i
59 | O=C(NC1CCCCCC1)C1CCCN1S(=O)(=O)c1cccc2nsnc12 (stereo unspecified) | ?
60 | COc1ccc(NC(=O)CCC2CCCN(C(=O)c3sccc3C)C2)c(C)c1 (stereo unspecified) | ?
61 | O=C1C2C3CCC(C3)C2C(=O)N1c1nccs1 (stereo unspecified) | i
62 | CCCCNC(=O)c1cc(=O)[nH]c2ccc(S(=O)(=O)N3CCCCC3CC)cc12 (stereo unspecified) | i
63 | Cc1ccnc(SCCn2c(N3CCN(c4ccccc4)CC3)nc3c2c(=O)[nH]c(=O)n3C)n1 | i
64 | O=C(c1noc2c1CCCC2)N1CCCC1 | ?
65 | COc1cc(CN2CCN(c3ccccc3OC)CC2)c([N+](=O)[O-])cc1OC | i
66 | COCc1nc(NCc2cc3c(cc2OC)CCC3)c2cnn(C)c2n1 | i
67 | O=C(c1cc(-c2ccco2)on1)N1CCN(C(c2ccccc2)c2ccccc2)CC1 | ?
68 | O=C(O)c1cccc(NC(=O)c2ccc([N+](=O)[O-])cc2)c1 | i
69 | C=CCN(CC=C)S(=O)(=O)c1ccc(C(=O)Nc2nnc(-c3ccc(OC)cc3)o2)cc1 | i
70 | CCN(CC)CCCNC(=O)CSc1cc(=O)n(C)c2cc(Cl)ccc12 | i
71 | CN(C)c1ccc(/C=C2\N=C(c3ccc(Br)cc3)OC2=O)cc1 | ?
72 | COc1ccc(C2=N/C(=C\c3cc(OC)c(OC)c(OC)c3)C(=O)O2)cc1[N+](=O)[O-] | i
73 | N#CC1=C(N)OC2=C(CCCC2)C1c1ccc(F)cc1 (stereo unspecified) | i
74 | CCOc1ccc(C(=O)N2CCN=C2SC)cc1OCC | i
75 | CC(CN1CCN(C)C2(CCN(C(=O)c3ccco3)CC2)C1)c1ccccc1 (stereo unspecified) | 30.0%*
76 | CC1=C(C(=O)Nc2ccccn2)C(c2cccc(Cl)c2Cl)n2ncnc2N1 (stereo unspecified) | i
77 | CN(Cc1cc(C(C)(C)C)n[nH]1)C(=O)CCNC(=O)c1ccc(F)cc1 | i
78 | CCC(C(=O)NCc1cccnc1Oc1ccccc1)N1CCOCC1 (stereo unspecified) | i
79 | COc1cc(NS(=O)(=O)c2ccc(Cl)cc2)c(OC)cc1NC(=O)c1ccccc1 | i
80 | Fc1ccccc1N1CCN(Cc2ccco2)CC1 | i

Reformatted as labelled records: entries from further up.
78) CCC(C(=O)NCc1cccnc1Oc1ccccc1)N1CCOCC1 (stereo unspecified)
  ST2 IL33 inh: i
76) CC1=C(C(=O)Nc2ccccn2)C(c2cccc(Cl)c2Cl)n2ncnc2N1 (stereo unspecified)
  ST2 IL33 inh: i
75) CC(CN1CCN(C)C2(CCN(C(=O)c3ccco3)CC2)C1)c1ccccc1 (stereo unspecified)
  ST2 IL33 inh: 30.0%*

Next part.
entry | SMILES | ST2 IL33 inh
81 | O=C(c1ccc(F)cc1)n1cnc2ccccc21 | i
82 | CCc1ccc(N(CC(=O)NCc2ccco2)S(C)(=O)=O)cc1 | i
83 | C=CCN(CC=C)S(=O)(=O)c1ccc(C(=O)Nc2nnc(-c3cccs3)o2)cc1 | i
84 | COc1cccc(CN2CCN(Cc3nc(-c4ccc(Cl)cc4)no3)CC2CCO)c1 (stereo unspecified) | i
85 | O=C(Nc1ccc(CN2CCCC2)cc1)c1cc(F)c(F)cc1Cl | i
86 | CN1CCN2CCN(C(=O)c3cc(Cl)ccc3F)CC2C1=O (stereo unspecified) | ?
87 | COc1ccc2nc3oc(C(=O)N4CCN(c5ccccn5)CC4)cc3cc2c1 | i
88 | COc1cccc(C(=O)c2c[nH]c3ccc(C)cc3c2=O)c1 | i

Of the compounds above, 3 have bromine.
entry | SMILES | ST2 IL33 inh
34 | CCC(=O)N1c2ccccc2NC2=C(C(=O)CC(C)(C)C2)C1c1ccc(Br)s1 (stereo unspecified) | i
40 | O=C(Nc1ccccc1)c1cc2cc(Br)ccc2oc1=O | i
71 | CN(C)c1ccc(/C=C2\N=C(c3ccc(Br)cc3)OC2=O)cc1 | ?

The main list resumes with the 2 entries that preceded the break.
entry | SMILES | ST2 IL33 inh
87 | COc1ccc2nc3oc(C(=O)N4CCN(c5ccccn5)CC4)cc3cc2c1 | i
88 | COc1cccc(C(=O)c2c[nH]c3ccc(C)cc3c2=O)c1 | i
89 | COc1ccc(C=Nc2ccc3[nH]c(=O)[nH]c3c2)cc1OC | i
90 | CN1C(=O)C2CCCCN2c2ccc(C(=O)N3CCc4ccccc43)cc21 (stereo unspecified) | i
91 | CCN(CC)C(=O)C(C)N(C#N)c1nc(NC(C)C)nc(NC(C)C)n1 (stereo unspecified) | ?
92 | COc1cccc(Cl)c1-c1cccc(-n2cnnc2)c1 | i
93 | O=C(O)C1CCCCC1C(=O)Nc1cccc(F)c1 (stereo unspecified) | i
94 | CC(CC(=O)Nc1nc2ccc([N+](=O)[O-])cc2s1)c1ccccc1 (stereo unspecified) | i
95 | OCC1(O)CCCN(Cc2cnc(-c3cccc4ccccc34)nc2)CC1 (stereo unspecified) | i
96 | N/C(=N\O)c1cn(Cc2ccccc2Cl)c2ccccc12 | ?
97 | Cc1nnc(SCC(=O)Nc2ccc(Cl)c(Cl)c2)[nH]c1=O | ?
98 | O=C(CCS(=O)(=O)Cc1cccc(Cl)c1)N1CCC2(CC1)OCCO2 | i
99 | O=c1[nH]c(-c2ccc(F)cc2)cn1-c1cccc(Br)c1 | ?
100 | CCC(Oc1ccccc1)C(=O)Nc1nc(C)c(C(=O)N(C)C)s1 (stereo unspecified) | ?
101 | COc1ccc2c(c1)CC(C(=O)Nc1ccc(S(N)(=O)=O)cc1)CO2 (stereo unspecified) | i
102 | O=C(NCC1CCCN(S(=O)(=O)c2ccc(OC(F)(F)F)cc2)C1)c1cccnc1 (stereo unspecified) | ?
103 | CC1CC(C(O)c2ccccn2)C(=O)C(C(O)c2ccccn2)C1 (stereo unspecified) | i
104 | COCc1cc(C)c2c(N)c(C#N)sc2n1 | ?
105 | Cc1nc(N2CCCC2C(=O)NC2Cc3ccccc3C2)nc2cc(S(C)(=O)=O)ccc12 (stereo unspecified) | ?
106 | CSc1ccccc1NC(=O)c1cc(-c2cccs2)on1 | i
107 | Cc1csc(NC(=O)C2CCN(S(=O)(=O)c3cccnc3)CC2)n1 | i
108 | CC1(C)C(=O)NC(=O)N1CN1C(=O)NC(=O)C1(C)C | i
109 | COCCCN1C(=O)CC(CC(=O)N2CCCCC2c2nccn2C)(c2ccccc2Cl)C1=O (stereo unspecified) | ?
110 | Nc1cc(=O)[nH]c2nnc(SCCc3ccccc3)n12 | i
111 | Cc1c(O)cccc1C(=O)NC1CC(=O)N(CC2CCCCC2)C1 (stereo unspecified) | i
112 | O=[N+]([O-])c1cccc(-c2noc([C@@H]3C[C@@H](O)CN3Cc3ccc(CO)o3)n2)c1 | 58.0%*
113 | Cc1cccc(OC2CN(C(=O)CCCS(N)(=O)=O)C2)c1 | i
114 | CC(C)n1c(CN2CCC3(CCC(=O)N(C)CC3)CC2)nc2ccccc21 | i
115 | CC(=O)Nc1ccc(Oc2ccc3c(c2)C(=O)N(c2ccc(Br)cc2)C3=O)cc1 | i
116 | C=CCNC(=O)CN(c1ccccc1F)S(C)(=O)=O | i
117 | CC1=C(C(=O)NCCCN(C)Cc2ccccc2)C2(CCN(S(C)(=O)=O)CC2)OC1=O | i
118 | CC(=O)Nc1ccc(N=Cc2nc(-c3ccc(Cl)cc3)oc2O)cc1 | 33.0%*
119 | Cc1ccc(NC(=O)c2nn(C)cc2Br)c(C)c1 | ?
120 | COc1cc2c(cc1NC(=O)CN1C(=O)c3ccccc3C1=O)oc1ccccc12 | i
121 | Cn1c(CNC(=O)c2cccc(C3CCNC3)c2)nc2ccccc21 (stereo unspecified) | i
122 | COc1cc(NC(=O)CCCn2nc([N+](=O)[O-])c(Cl)c2C)cc(OC)c1OC | i
123 | Cn1c(=O)c2c(nc(Br)n2C/C=N\O)n(C)c1=O | i
124 | COc1cc(CN2CCCC2)cc(OC)c1OC | ?
125 | COc1ccccc1CNC(=O)c1ccc2nc3c(cc2c1)CCS3 | i
126 | COc1ccccc1-n1c(O)c(C=Nc2ccccc2)c2ccccc2c1=O | ?
127 | O=C(O)C1CCCCC1C(=O)Nc1cc(Cl)ccc1Cl (stereo unspecified) | i
128 | O=C(CN(Cc1ccccc1)S(=O)(=O)c1cc(Cl)ccc1Cl)NCc1cccnc1 | i
129 | CC(NS(=O)(=O)c1ccccc1)c1ccccc1 (stereo unspecified) | i

Screens (PubChem)
